# rTrxR1 inhibitor: rat TrxR1 inhibition; O89049; recombinant rTrxR1, NADPH fluorescence consumption, selenite substrate; Potency, µM (top dose mostly 114 µM), inactives show top-dose activity change, negative = inhibition, usual class: inhibitors; 1% of 390,000 active; AID 588453; note: potency is the fitted concentration of half-maximal effect; % is set by controls: 0 for no effect and ±100 for the full control effect; nearly all actives have a fitted effect of over 65% in size
# Target sequence (O89049 whole entry, looked up): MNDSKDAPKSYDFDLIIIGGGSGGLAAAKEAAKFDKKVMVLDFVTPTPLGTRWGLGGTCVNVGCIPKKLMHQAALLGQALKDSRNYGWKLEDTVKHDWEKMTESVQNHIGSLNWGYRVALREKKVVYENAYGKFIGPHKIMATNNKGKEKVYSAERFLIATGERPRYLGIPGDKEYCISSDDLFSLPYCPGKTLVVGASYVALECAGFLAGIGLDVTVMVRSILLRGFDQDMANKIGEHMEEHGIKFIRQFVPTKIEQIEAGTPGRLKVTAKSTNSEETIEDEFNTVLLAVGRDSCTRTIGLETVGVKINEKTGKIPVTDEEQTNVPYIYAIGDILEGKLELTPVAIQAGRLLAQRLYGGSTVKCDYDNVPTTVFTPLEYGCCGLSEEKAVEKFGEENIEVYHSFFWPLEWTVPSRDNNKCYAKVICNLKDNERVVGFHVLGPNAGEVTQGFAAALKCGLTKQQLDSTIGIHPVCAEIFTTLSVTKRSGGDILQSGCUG
#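 Rat TrxR1 (90 nM in the dispensed reagent) was pre-reduced with 400 uM NADPH for 5 min at room temperature, then incubated with compound for 15 min. After 400 uM selenite was added, NADPH fluorescence (Ex 340/Em 450 nm) was followed for 8 min.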
# D2 antag: antagonizes the human D2 dopamine receptor; 2% of 340,000 active; inhibition, % at 10 µM; P14416; HEK293 TREx D2 cells, calcium flux, dopamine EC80; in the data active = inhibition above about 30%; note: 0% is about no effect
# Target sequence (P14416 whole entry, looked up): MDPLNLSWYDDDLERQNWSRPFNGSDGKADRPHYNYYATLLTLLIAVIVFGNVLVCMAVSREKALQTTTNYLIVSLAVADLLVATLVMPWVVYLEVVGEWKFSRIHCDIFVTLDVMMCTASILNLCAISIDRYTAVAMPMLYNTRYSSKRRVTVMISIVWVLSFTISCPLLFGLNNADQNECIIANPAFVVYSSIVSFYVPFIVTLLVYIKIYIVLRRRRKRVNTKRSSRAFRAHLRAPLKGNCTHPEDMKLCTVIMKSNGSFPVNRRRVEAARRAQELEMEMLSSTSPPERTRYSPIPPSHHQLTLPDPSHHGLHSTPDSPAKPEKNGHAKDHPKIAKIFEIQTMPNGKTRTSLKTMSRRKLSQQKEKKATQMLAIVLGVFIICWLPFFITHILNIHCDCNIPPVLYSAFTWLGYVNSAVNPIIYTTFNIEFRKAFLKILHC
#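 Antagonism is scored as inhibition of an EC80 dopamine-evoked calcium signal in a force-coupled, tetracycline-inducible HEK293 T-REx D2 line, with compound present 180 s before agonist.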
# TRHR PAM: allosteric enhancers of human TRH receptor | enhancement, % at 2 µM | TRHR cells, fluo-8 calcium fluorescence, EC20 TRH enhancement | 0.66% of 360,000 active | P34981; in the data active = enhancement above about 30%; note: 0% is about no effect
#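 TRHR-expressing cells loaded with fluo-8 calcium dye were read kinetically (ex 480/em 530) during compound addition, then stimulated with an EC20 of TRH (10 nM final). Enhancement of the Gq-mediated intracellular calcium response was scored.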
# USP1-UAF1 inh: blocks the human USP1/UAF1 deubiquitinase complex; Potency, µM (titrated, usually from 57.1 µM), for inactives: top-dose activity change, negative = inhibition, actives largely listed as inhibitors; O94782; 0.23% of 390,000 active; recombinant USP1/UAF1, Ub-Rhodamine cleavage fluorescence; AID 743255; note: potency is the fitted concentration of half-maximal effect; % is set by controls: 0 for no effect and ±100 for the full control effect; nearly all actives have a fitted effect of over 60% in size; inactives centre near -12
#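 Step one: compound is pinned into 1nM USP1/UAF1 in HEPES pH 7.8 buffer with TCEP. Step two: 15 min room-temperature incubation. Step three: Ub-Rho (150nM final) starts cleavage, tracked by fluorescence over six one-minute reads.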
# TRHR ag: agonists of human TRH receptor; activation, % at 2 µM; AID 493084; TRHR cells, calcium flux fluo-8, FDSS agonist mode; P34981; 0.18% of 360,000 active; in the data active = activation above about 30%; note: 0% is about no effect
#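 Steps: seed TRHR cells overnight; add fluo-8 no-wash Ca dye, RT 30 min–1.5 h; record 10 s baseline; pin-transfer compounds; monitor fluorescence 1 cycle/s for the agonist window. Calcium increases flag candidate agonists.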
# mIDH1 inhibitor: blocks human mutant IDH1 R132H enzyme; O75874; IDH1-R132H enzyme, NADPH consumption, diaphorase/resazurin fluorescence; Potency, µM (highest dose often 76.6 µM), without a hit: at the highest dose activity change, negative = inhibition, actives largely listed as inhibitors; 0.093% of 390,000 active; AID 602179; note: potency is the fitted concentration of half-maximal effect; % is set by controls: 0 for no effect and ±100 for the full control effect; nearly all actives have a fitted effect of over 65% in size
#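 IDH1-R132H (0.5 ug/mL dispensed) in pH 7.5 Tris buffer was preincubated 30 min with compound, then given a substrate mix of 0.016 mM NADPH and 2 mM alpha-KG for 80 min at room temperature; remaining NADPH was read by diaphorase/resazurin fluorescence.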
# Pin1 inhibitor: human Pin1 inhibition. Pin1 FP peptide displacement, HiFluor488, 10 min. Potency, µM (doses to about 115 µM), without a hit: at the top dose activity, negative = inhibition, most hits filed as inhibitors. 0.009% of 390,000 active; active = well fitted inhibition curve with a large enough effect in the polarisation, with a control signal flat, not every such curve was filed as active; inconclusive = small, poorly fitted or top-dose-only effect, or effect the other way, or a change in a side signal; inactive = no such curve, though single readings can be large or run the other way; the % refers to the polarisation; note: potency is the fitted concentration of half-maximal effect; % is set by controls: 0 for no effect and ±100 for the full control effect
# Target sequence (Q13526 whole entry, looked up): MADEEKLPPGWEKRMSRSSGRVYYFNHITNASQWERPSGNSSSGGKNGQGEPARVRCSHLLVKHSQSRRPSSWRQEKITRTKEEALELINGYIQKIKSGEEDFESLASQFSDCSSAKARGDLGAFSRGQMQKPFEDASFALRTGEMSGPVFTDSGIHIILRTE
# D2 ag: agonists of human D2 dopamine receptor | 0.53% of 340,000 active | P14416 | HEK293 T-REx D2 cells, calcium flux agonist mode | activation, % at 2 µM;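 active = activation over 3 SD above normal in the single-dose calcium agonist read, cut at about 30% in these data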; note: 0% is about no effect
#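 HEK293 Trex D2 cells, tetracycline-induced, o/n 30 C 5% CO2; no-wash Ca dye, RT 30–90 min; 10-cycle baseline, 23 nl cpd added, kinetic Ca read 180 s; agonist hits = positive Ca response.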
# TrxR1 substrate: is turned over as a substrate by rat TrxR1; purified TrxR1 substrate turnover, NADPH consumption readout; Potency, µM (titrated, usually from 114 µM), for the others: at the highest dose activity change, negative = substrate turnover; 0.01% of 390,000 active; note: potency is the fitted concentration of half-maximal effect; % is set by controls: 0 for no effect and ±100 for the full control effect; nearly all actives have a fitted effect of over 50% in size
#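 Rat TrxR1, dispensed at 90 nM, was prereduced with 400 uM NADPH (final) for 5 min at ~22 deg C, then incubated with compound 15 min before 400 uM selenite. A first-read NADPH fluorescence drop versus no-compound background flagged substrates.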
# * = called active by the depositor; ? = inconclusive; . = no result given; [ ] = remark or other dose. Unless noted, calls come from the whole dose curve; as a rule, active = well fitted inhibition curve with a large enough effect; inconclusive = small, poorly fitted or top-dose-only effect; inactive = no such curve, though single readings can be large or run the other way. Only part of the results is shown, so the mix of outcomes need not match the whole.
1. Cc1ccn2c(=O)nc(SCC(=O)N3CCCCC3)nc2c1
2. CCOc1ccc(Nc2nc(Cc3nnc(SCC(=O)c4ccc(C)c(C)c4)o3)cs2)cc1
3. CC(C)C[C@@H](CNCC(=O)[C@H](CC(C)C)NC(=O)c1[nH]cnc1C(=O)N[C@H](CN)CC(C)C)NC(=O)c1nc[nH]c1C(=O)N[C@@H](Cc1ccccc1)C(=O)O
4. O=C(NC1CCCCCCC1)c1ccc(Br)cc1
5. CC(CCN1C(Nc2ccccc2)=NC[C@@H]1Cc1ccccc1)c1ccccc1 (some centres not stated)
6. CCOc1cc(N2CCOCC2)c(OCC)cc1NC(=O)COC(=O)c1ccc(Cl)cc1N
compound no.,1,2,3,4,5,6
rTrxR1 inhibitor,-2%,11%,5%,15%[57.1 µM],6%,?
D2 antag,-2,-10,.,.,28,.
TRHR PAM,8,-1,.,.,-8,-23
USP1-UAF1 inh,1%,-9%,-21%,-4%,-9%,-13%
TRHR ag,-0.5,2.2,.,.,2.3,-0.5
mIDH1 inhibitor,-1%,1%,-7%,9%,-13%,-16%
Pin1 inhibitor,-2%,10%,0%,6%,-4%,-3%
D2 ag,-0.3,-0.2,.,.,0.2,.
TrxR1 substrate,-6%,-1%,-4%,4%[57.1 µM],2%,-2%

# 2 entries picked at random from the list so far, as already listed:
1. Cc1ccn2c(=O)nc(SCC(=O)N3CCCCC3)nc2c1
3. CC(C)C[C@@H](CNCC(=O)[C@H](CC(C)C)NC(=O)c1[nH]cnc1C(=O)N[C@H](CN)CC(C)C)NC(=O)c1nc[nH]c1C(=O)N[C@@H](Cc1ccccc1)C(=O)O
compound no.,1,3
rTrxR1 inhibitor,-2%,5%
D2 antag,-2,.
TRHR PAM,8,.
USP1-UAF1 inh,1%,-21%
TRHR ag,-0.5,.
mIDH1 inhibitor,-1%,-7%
Pin1 inhibitor,-2%,0%
D2 ag,-0.3,.
TrxR1 substrate,-6%,-4%

# The results go on:
7. CCN(CC)S(=O)(=O)c1ccc2c(c1)N(CC(=O)NCc1ccccn1)C(=O)CO2
8. COCCn1nnnc1C(c1cccs1)N1CCN2CCCC2C1 (configuration not stated)
9. O=C(c1cc(-c2ccc3c(c2)OCO3)on1)N1CCN(c2ccccc2)CC1
10. COc1cccc(NC(=O)c2nn(C34CC5CC(CC(C5)C3)C4)cc2[N+](=O)[O-])c1
11. CC(C)c1nnc(NC(=O)CSc2nc3ccccc3[nH]2)s1
12. CCCc1nnc(SCC(=O)Nc2ccc(NC(C)=O)cc2)n1-n1cccc1
compound no.,7,8,9,10,11,12
rTrxR1 inhibitor,9%,20%[11.4 µM],-5%,-1%,7%[57.1 µM],-11%
D2 antag,4,-15,-3,6,1,13
TRHR PAM,3,0,0,-8,5,-3
USP1-UAF1 inh,-10%,-20%,5%,-8%,-11%,-4%
TRHR ag,-0.4,-0.3,-0.2,-0.4,0.1,0.6
mIDH1 inhibitor,-6%,5%,1%,6%,-6%,4%
Pin1 inhibitor,0%,-14%,5%,9%,4%,-10%
D2 ag,0.3,-0.4,-0.3,-0.7,-1.0,0.2
TrxR1 substrate,0%,11%[57.1 µM],-6%,-4%,2%[57.1 µM],-9%

13. Cc1nn(CC(=O)N2CC(=O)Nc3ccccc32)c(C)c1[N+](=O)[O-]
14. CCOC(=O)CNS(=O)(=O)c1ccc(S(=O)(=O)N2CCCC2)cc1
15. CNC(=O)c1ccccc1F
16. C#CCOCCOCCOCCNc1nc(N2CCN(C(=O)C([C@@H](C)CC)n3cc(C(N)CO)nn3)CC2)nc(N2CCN(C(=O)[C@H](CCC(=O)O)n3cc(C(N)[C@H](C)CC)nn3)CC2)n1 (some centres not stated)
17. COC(=O)c1c(-c2ccc(OC)cc2)sc2cc(OC)c(OC)cc12
18. O=C(N/N=C/c1cn(Cc2ccccc2)c2ccccc12)c1ccncc1
compound no.,13,14,15,16,17,18
rTrxR1 inhibitor,21%[57.1 µM],9%,7%,.,115%[activator],-1%[57.1 µM]
D2 antag,10,2,1,-21,.,-5
TRHR PAM,-3,8,2,0,.,1
USP1-UAF1 inh,-19%,-11%,-2%,.,-15%,-13%
TRHR ag,0.5,0.7,0.4,-0.6,.,0.0
mIDH1 inhibitor,1%,2%,2%,.,1%,3%
Pin1 inhibitor,-1%,-5%,-2%,.,-12%,5%
D2 ag,-0.4,-0.2,-0.6,-0.7,.,0.5
TrxR1 substrate,10%[57.1 µM],10%,-3%,.,110%[activator],-15%[57.1 µM]

19. CSc1sc(C)cc1C1C(C#N)=C(N)N(c2cccnc2)C2=C1C(=O)CCC2 (configuration not stated)
20. O=C(CN1CCN(c2ccccc2F)CC1)NC(=O)NC1CCCCC1
21. C[C@H](NC(=O)Cc1cccc2ccccc12)C(=O)NCc1ccccc1
22. O=c1c(-c2ccco2)[n+]([O-])c2ccccc2n1OCc1c(F)cccc1F
23. CC(C)COc1ccc(C(=O)NC(Cc2c[nH]c3ccccc23)C(=O)NN)cc1 (configuration not stated)
24. Cc1ccc(CNC(=O)CCc2c(C)nc3c(-c4ccc(F)cc4)c(C)nn3c2C)cc1
compound no.,19,20,21,22,23,24
rTrxR1 inhibitor,?,17%[57.1 µM],37%[57.1 µM],-44%,10%,7%
D2 antag,-9,.,11,-1,-3,.
TRHR PAM,5,.,-3,-9,8,-3
USP1-UAF1 inh,-8%,-6%,-13%,-9%,-13%,-8%
TRHR ag,1.9,.,-1.4,0.4,0.0,0.0
mIDH1 inhibitor,0%,4%,12%,11%,-1%,-12%
Pin1 inhibitor,-4%,-1%,4%,24%,-3%,1%
D2 ag,-0.6,.,1.1,-1.1,-0.9,0.8
TrxR1 substrate,-5%[57.1 µM],9%[57.1 µM],-7%[57.1 µM],6%[57.1 µM],2%,1%

25. O=C(c1ccc(-c2cccc(C(F)(F)F)c2)o1)N1CCCC(C(F)(F)F)C1 (configuration not stated)
26. C=CCSc1nc2sc(C)c(C)c2c(=O)n1CC=C
27. O=C(CC1Sc2ccccc2NC1=O)NNc1cccc(Cl)c1Cl (configuration not stated)
28. O=C(CSc1ccc2nnc(CCNC(=O)c3ccccc3)n2n1)NCc1ccc(F)cc1
29. Cc1nnc(SCC(=O)Nc2ccccc2N2CCOCC2)s1
30. O=C(CN1CCN(c2ccccc2O)CC1)NC(=O)NC1CCCC1
compound no.,25,26,27,28,29,30
rTrxR1 inhibitor,-19%[57.1 µM],?,9%[11.4 µM],0%,5%,17%[57.1 µM]
D2 antag,-4,12,.,.,-12,19
TRHR PAM,-1,1,.,4,-4,-2
USP1-UAF1 inh,-25%,-18%,-17%,-20%,-6%,-19%
TRHR ag,1.0,0.2,.,1.3,0.9,-0.3
mIDH1 inhibitor,4%,8%,3%,2%,-2%,12%
Pin1 inhibitor,1%,0%,2%,-3%,-3%,2%
D2 ag,-0.6,0.1,.,.,0.5,1.9
TrxR1 substrate,-6%[57.1 µM],-9%,1%[57.1 µM],4%,7%,1%[57.1 µM]

# The closing 4 records of the section before are carried over, then new ones follow.
27. O=C(CC1Sc2ccccc2NC1=O)NNc1cccc(Cl)c1Cl (configuration not stated)
28. O=C(CSc1ccc2nnc(CCNC(=O)c3ccccc3)n2n1)NCc1ccc(F)cc1
29. Cc1nnc(SCC(=O)Nc2ccccc2N2CCOCC2)s1
30. O=C(CN1CCN(c2ccccc2O)CC1)NC(=O)NC1CCCC1
31. COCCNC(=O)C(c1ccc(F)cc1)N(Cc1ccccc1)C(=O)CCC(=O)Nc1ccccn1 (configuration not stated)
32. COc1cccc(C(=O)Nc2c(C(N)=O)oc3ccccc23)c1
33. CC1CCC2(CC1)NC(=O)N(CC(=O)Nc1ccc(N3CCOCC3)cc1)C2=O (configuration not stated)
34. CCC1(c2ccccc2)NC(=O)N(CC(=O)NCc2ccc(C)cc2)C1=O (configuration not stated)
35. CC(C)Oc1cccc(C(=O)C2CCCN(C(=O)c3cc(C(F)(F)F)[nH]n3)C2)c1 (configuration not stated)
36. O=C(Nc1ccccc1Cl)NC1CCCCCCC1
compound no.,27,28,29,30,31,32,33,34,35,36
rTrxR1 inhibitor,9%[11.4 µM],0%,5%,17%[57.1 µM],26%[57.1 µM],1%,17%,18%[57.1 µM],19%,6%
D2 antag,.,.,-12,19,3,.,-8,-18,-1,10
TRHR PAM,.,4,-4,-2,9,20,0,-1,-2,10
USP1-UAF1 inh,-17%,-20%,-6%,-19%,-19%,-15%,-22%,-7%,-29%,-26%
TRHR ag,.,1.3,0.9,-0.3,0.0,-0.3,0.0,-0.2,-0.2,-0.8
mIDH1 inhibitor,3%,2%,-2%,12%,18%,-8%,7%,5%,0%,6%
Pin1 inhibitor,2%,-3%,-3%,2%,3%,-12%,-5%,0%,5%,?
D2 ag,.,.,0.5,1.9,1.4,.,-0.2,-0.5,-0.2,-2.7
TrxR1 substrate,1%[57.1 µM],4%,7%,1%[57.1 µM],9%[57.1 µM],-6%,5%,9%[57.1 µM],-2%,-3%

37. CCOC(=O)c1sc2nccc(OC)c2c1N=CNOC
38. CC(Oc1ccc2c3c(c(=O)oc2c1)CCCC3)C(=O)NCC(O)c1ccccc1 (configuration not stated)
39. Clc1cccc(Cl)c1CON/C=N/c1ncnc2sccc12
40. Cc1ccc(S(=O)(=O)N2CCCCC2)cc1NC(=O)Cn1cc(C(F)(F)F)ccc1=O
41. COc1ccccc1C(=O)NCC(=O)OC(C)C(=O)N1CCOCC1 (configuration not stated)
42. COc1ccc(NC(=O)CSc2ccc3nnc(CCNC(=O)c4ccccc4)n3n2)cc1
compound no.,37,38,39,40,41,42
rTrxR1 inhibitor,7%[57.1 µM],6%,22%[57.1 µM],17%,-12%,16%
D2 antag,-3,-18,17,.,-17,21
TRHR PAM,4,6,3,-6,-6,3
USP1-UAF1 inh,-22%,-22%,-2%,-8%,-6%,-13%
TRHR ag,-0.2,-1.8,-0.1,0.0,0.3,-0.4
mIDH1 inhibitor,0%,10%,1%,-1%,-1%,-4%
Pin1 inhibitor,1%,3%,0%,-1%,0%,-12%
D2 ag,0.5,-0.6,-1.7,.,0.4,0.0
TrxR1 substrate,6%[57.1 µM],1%,-15%,-2%,-2%,-5%

# Assay outcomes from PubChem.
